# NADH enzymes: inhibition of NAD/NADH coupling enzymes, library profiling; coupled PK/LDH NADH assays, four targets; IC50, µM (series often up to 10 µM), for the others: at the highest dose inhibition; 65,000 tested, 0.02% active; AID 774;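 active = single-dose screening hits from any of four coupled enzyme assays that gave an IC50 when retested across doses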;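 note: the DPM-DC format reads NADH fluorescence rather than 340 nm absorbance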
# M1 ag: activates the M1 muscarinic receptor; B-score at 10 µM; 64,000 tested, 3% active; CHO-M1 cells, Fluo-4 calcium fluorescence, agonist mode; active compounds read high;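 active = fluorescence rise, raw or as B-score row- and column-corrected plate score, outside the 99.7% band of its plate's samples, either direction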
# Her2 expr inh: lowers expression of human Her2 kinase | P04626 | SKBR-3 HER2 protein level, AlphaScreen, 18-24 h; active compounds read low | HER2 level % of control, % at 10 µM | 65,000 tested, 0.69% active;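 active = HER2 level under 5% of the carrier-only control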;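 note: 100% = DMSO carrier and 0% = 500 nM PU-H71 HSP90 inhibitor; lower value means stronger loss of Her2 protein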
# Target sequence (P04626 whole entry, looked up): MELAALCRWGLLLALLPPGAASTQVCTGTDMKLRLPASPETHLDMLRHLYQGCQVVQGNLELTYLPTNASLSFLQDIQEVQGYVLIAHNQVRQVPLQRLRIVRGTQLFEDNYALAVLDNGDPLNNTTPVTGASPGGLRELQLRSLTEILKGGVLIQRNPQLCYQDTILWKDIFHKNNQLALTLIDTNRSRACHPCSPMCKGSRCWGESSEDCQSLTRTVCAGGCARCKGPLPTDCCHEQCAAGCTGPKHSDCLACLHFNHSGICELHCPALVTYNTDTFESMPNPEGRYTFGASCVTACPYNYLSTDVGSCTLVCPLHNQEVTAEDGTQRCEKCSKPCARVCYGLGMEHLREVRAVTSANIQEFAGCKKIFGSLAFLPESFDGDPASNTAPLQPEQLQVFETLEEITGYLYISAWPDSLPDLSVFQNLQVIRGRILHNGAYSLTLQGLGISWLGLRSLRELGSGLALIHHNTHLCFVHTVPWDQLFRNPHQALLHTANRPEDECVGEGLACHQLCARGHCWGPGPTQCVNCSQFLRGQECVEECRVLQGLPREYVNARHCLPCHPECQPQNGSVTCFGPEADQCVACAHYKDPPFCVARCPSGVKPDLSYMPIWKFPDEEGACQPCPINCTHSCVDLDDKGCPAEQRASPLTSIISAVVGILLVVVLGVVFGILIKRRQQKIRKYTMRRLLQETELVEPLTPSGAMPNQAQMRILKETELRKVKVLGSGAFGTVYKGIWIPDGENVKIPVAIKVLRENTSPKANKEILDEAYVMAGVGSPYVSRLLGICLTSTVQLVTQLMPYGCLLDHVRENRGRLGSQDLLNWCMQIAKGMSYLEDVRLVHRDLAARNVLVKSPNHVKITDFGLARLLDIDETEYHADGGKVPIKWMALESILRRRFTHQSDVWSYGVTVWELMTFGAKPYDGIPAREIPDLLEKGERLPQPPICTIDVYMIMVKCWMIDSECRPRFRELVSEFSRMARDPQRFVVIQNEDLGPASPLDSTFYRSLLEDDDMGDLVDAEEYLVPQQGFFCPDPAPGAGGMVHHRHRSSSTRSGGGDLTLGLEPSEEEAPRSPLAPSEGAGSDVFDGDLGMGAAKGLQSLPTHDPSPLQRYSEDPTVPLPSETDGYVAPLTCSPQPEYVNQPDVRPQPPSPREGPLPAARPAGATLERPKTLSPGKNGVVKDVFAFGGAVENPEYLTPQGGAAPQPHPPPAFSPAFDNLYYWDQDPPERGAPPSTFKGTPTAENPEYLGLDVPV
# Hsp90 inh: displaces geldanamycin probe from tumor Hsp90; P07900; NCI-N417 lysate Hsp90, Cy3B-geldanamycin FP displacement; inhibition, % at 30 µM; 64,000 tested, 0.35% active;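 active = inhibition above 50%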;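 note: 0% = tracer plus lysate wells and 100% = tracer alone without lysate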
# 5HT1a ag: 5-HT1a (human) receptor agonism; P08908; CHO 5-HT1a Ga15 NFAT-bla reporter, FRET ratio; 0% basal, 100% maximal reference agonist; activation, % at 10 µM; 65,000 tested, 0.56% active; AID 567;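 active = activation above the screen-wide mean activation plus 3 SD, cut at about 19% in these data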;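 note: 0% = DMSO wells and 100% = 5-CT at EC100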
# Autofluor 339: intrinsic fluorescence of library compounds, ex339/em460 – biochemical, MLSMR library, data from DPM-DC assay, artefact control, profiling panel. compound autofluorescence, ex339/em460 nm, NADH buffer; active compounds read high; 1 = no-compound wells, NADH background. fluorescence fold increase at 10 µM. 65,000 tested, 5.5% active. AID 709;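 active = at 10 µM, mean starting fluorescence two-fold or more over control wells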;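 note: signal is the first read of a kinetic run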
# D1 mod: allosteric modulators of human D1 dopamine receptor; P21728; HEK293 D1, CRE-luciferase, dopamine EC30 potentiation; actives deviate in either direction; B-score at 10 µM; 58,000 tested, 5.9% active; AID 641;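 active = luminescence count or its row- and column-corrected plate score outside the 99.7% band of the plate's sample wells, on either side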
# Ec RNAP inh: blocks E. coli RNA polymerase transcription; P0A8V2; fluorescence transcription assay; inhibition, %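 (tested at 10 µM)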; 62,000 tested, 0.2% active; in the data active = inhibition above about 20%;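 note: 0% = enzyme without compound and 100% = no enzyme blank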
# M1 antagonist: blocks the rat M1 muscarinic receptor response to acetylcholine | CHO-M1 cells, Fluo-4 calcium, ACh EC80 antagonist mode; active compounds read low | B-score at 10 µM | 64,000 tested, 3.4% active | AID 628;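 active = calcium fluorescence response, raw or row-and-column corrected B-score, differing from the plate sample mean either way at a set confidence level, mostly lower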
# The depositor's hits bear a star; nt = no result given; [ ] = remark or other dose.
SMILES,NADH enzymes,M1 ag,Her2 expr inh,Hsp90 inh,5HT1a ag,Autofluor 339,D1 mod,Ec RNAP inh,M1 antagonist
Cc1cc(C)nc(NS(=O)(=O)c2ccc(NC(=O)c3cccs3)cc2)n1,6.0%,-0.968,80.0,nt,nt,1.1,-0.0614,nt,0.0116
CC1CCCCC1NC(=O)CSc1nncs1 (centres undefined),6.0%,0.101,95.7,0.9,-1.6,1.09,0.367,6.0,-0.222
CCCn1nnnc1SCC(=O)Nc1ccc(F)cc1,3.0%,-0.193,104.7,-1.9,0.3,1.11,-0.557,4.5,0.261
Cc1ccc2cc(CN(Cc3cccs3)C(=O)c3ccco3)c3nnnn3c2c1C,6.0%,1.7,109.1,-0.7,2.0,1.07,3.67*,11.0,-0.307
Cc1noc(C)c1C(=O)N1CCc2ccccc21,6.0%,0.244,82.8,-15.4,0.4,1.16,0.0736,8.4,-0.0434
CC(Sc1cccc2cccc(C(=O)O)c12)C(=O)O (centres undefined),0.0%,1.3,104.7,-2.7,-4.2,1.13,-0.0678,3.6,0.14
O=C(COC(=O)CCCc1c[nH]c2ccccc12)Nc1ccc2c(c1)OCO2,3.0%,0.753,106.7,0.7,-0.5,1.16,0.204,4.2,0.151
Cc1sc2nc(SCC(=O)Nc3c(C)n(C)n(-c4ccccc4)c3=O)n(C)c(=O)c2c1C,1.0%,0.0362,98.5,-11.2,-1.3,1.02,nt,5.9,0.315
O=c1c(-c2ccc(F)cc2)coc2c3c(ccc12)OCCO3,5.0%,0.589,82.1,2.3,1.3,1.08,-0.0831,5.8,0.00998
Cc1cc(S(=O)(=O)NCC(C)C)ccc1OCC(=O)NCc1ccccn1,8.0%,-1.1,105.5,0.3,-0.6,1.09,-0.0157,4.3,-1.11
CCOC(=O)c1[nH]c2ccccc2c1NC(=O)c1ccco1,2.0%,0.0874,81.4,-3.3,1.1,0.99,0.0173,9.7,0.17
Cc1c(C(=O)Nc2ccccc2)oc2c1C(=O)CC(C)(C)C2,4.0%,-0.0454,84.9,-8.9,-5.4,1.07,0.11,3.5,0.327
O=C(NCCCN1CCCC1=O)c1cccc(N2CCCC2=O)c1,4.0%,0.00492,95.0,2.1,-1.5,1.07,0.245,-8.4,0.634
O=C(c1ccco1)N1CCN(c2nc(C(F)(F)F)nc3c2nnn3Cc2ccccc2)CC1,1.0%,-0.732,73.1,2.2,2.8,1.03,0.64,12.8,0.186
Cc1csc(SCC(=O)NCc2cccs2)n1,4.0%,-0.628,109.0,-0.1,-0.1,1.02,1.6,-1.6,-0.202
NC(=O)CSc1nc(-c2ccccc2Cl)ns1,9.0%,0.102,80.3,1.0,-1.1,1.04,-0.69,10.2,-0.265
CCn1c(SCC(=O)N2CC(=O)Nc3ccccc32)nnc1-c1ccoc1C,4.0%,-0.733,78.6,-1.4,-0.2,1.07,-0.126,3.3,-0.0529
COc1ccc(N2CCN(S(=O)(=O)c3cccc4cccnc34)CC2)cc1,3.0%,0.542,97.5,-1.1,-1.4,1.02,8.73*,10.6,-0.369
O=C(Cn1c(=O)oc2cc(S(=O)(=O)N3CCc4ccccc43)ccc21)N1CCCCC1,7.0%,-0.284,70.0,-7.8,3.5,1.08,0.969,-1.8,-0.0498
CN1CCN(CC#CCC(O)(c2ccccc2)C2CCCC2)CC1 (centres undefined),2.0%,1.07,99.3,-7.7,-1.5,1.01,-2.06,6.3,-1.54
Cc1nn(C)c(C)c1S(=O)(=O)N(CC(=O)NCCCOC(C)C)c1ccc(C(C)C)cc1,8.0%,1.59,73.1,3.1,-2.1,1,-0.621,7.4,-0.00372
O=C(Nc1cccc(F)c1)NC1CCCCC1,6.0%,-0.943,90.4,0.1,-0.3,1.07,-0.805,-0.6,-0.512
CN(C)c1ccc(-c2noc(C3CCN(S(=O)(=O)c4ccc(C(=O)O)cc4)CC3)n2)cc1,6.0%,0.429,95.1,nt,0.3,1.05,-3.27,3.1,-0.268
Cc1ccc(C2N(c3nccs3)C(=O)C3CCCN32)cc1 (centres undefined),6.0%,-0.735,86.6,-1.2,-0.8,1.13,-0.606,5.6,0.369
COc1ccc(NC(=O)CSc2nnc(CN3CCOCC3)n2-c2ccccc2)cc1Cl,2.0%,-0.667,94.4,-0.9,-0.3,1.11,0.0345,-9.9,-0.325
CCOc1ccc(CN2CCN(c3cc(C)nc4c5c(C)cc(C)nc5nn34)CC2)cc1,2.0%[fluoresces],0.212,80.7,-1.9,1.0,3.06*,2.2,-12.3,-3.07
COc1ccc(OC)c(C(c2nnnn2CCC(C)C)N2CCN(C(=O)c3ccco3)CC2)c1 (centres undefined),3.0%,nt,115.8,-1.2,0.7,1.2,-0.239,11.6,nt
CN(c1ccccc1)c1nc(N2CCCC2)nc(-n2ccnc2)n1,0.0%,1.08,103.3,3.6,1.3,1.1,4.9*,-2.7,-1.25
Cc1cccc(N(CC(N)=O)C2SC(=O)N(c3ccccc3)C2=O)c1 (centres undefined),5.0%,0.379,85.8,1.6,-1.5,0.85,nt,10.2,-0.333
CCCC(=O)Nc1cc(OC)c(OC)cc1C(=O)O,0.0%,nt,83.3,-0.6,-0.6,1.16,0.264,7.8,nt
c1ccc(-c2nn3c(C4COc5ccccc5O4)nnc3s2)cc1 (centres undefined),4.0%,0.00885,nt,-8.8,0.2,1.09,2.94,5.5,-0.33
COC(=O)c1cc(=O)n2c(-c3ccccc3)csc2n1,7.0%,0.032,76.5,0.7,-0.2,1.09,0.018,0.2,0.0223
Cc1ccc(-n2c(CSc3nc(C)cc(C)n3)nnc2SCC(=O)Nc2nccs2)cc1,9.0%,0.89,102.2,-1.9,-0.4,1.12,nt,8.6,1.57
Cc1ccc(-c2nn(CC(=O)O)c(=O)c3ccccc23)cc1,5.0%,-0.276,101.1,-6.8,-0.3,1.08,-0.0351,nt,0.0658
O=C(CCCN1C(=O)c2ccccc2C1=O)NCCCN1CCOCC1,0.0%,0.706,97.3,0.4,1.0,1.06,nt,7.9,0.0094
Cc1ccccc1-n1c(=O)c2ccccc2n2nnnc12,2.0%,0.597,102.5,-2.6,1.0,1.03,-0.11,5.0,-0.0274

# Entries from the list above that contain fluorine:
SMILES,NADH enzymes,M1 ag,Her2 expr inh,Hsp90 inh,5HT1a ag,Autofluor 339,D1 mod,Ec RNAP inh,M1 antagonist
CCCn1nnnc1SCC(=O)Nc1ccc(F)cc1,3.0%,-0.193,104.7,-1.9,0.3,1.11,-0.557,4.5,0.261
O=c1c(-c2ccc(F)cc2)coc2c3c(ccc12)OCCO3,5.0%,0.589,82.1,2.3,1.3,1.08,-0.0831,5.8,0.00998
O=C(c1ccco1)N1CCN(c2nc(C(F)(F)F)nc3c2nnn3Cc2ccccc2)CC1,1.0%,-0.732,73.1,2.2,2.8,1.03,0.64,12.8,0.186
O=C(Nc1cccc(F)c1)NC1CCCCC1,6.0%,-0.943,90.4,0.1,-0.3,1.07,-0.805,-0.6,-0.512

# (further entries)
SMILES,NADH enzymes,M1 ag,Her2 expr inh,Hsp90 inh,5HT1a ag,Autofluor 339,D1 mod,Ec RNAP inh,M1 antagonist
CC(C)c1ccc(OC(=O)NCCO)cc1,4.0%,-0.598,82.9,-1.4,-1.0,1.09,-0.29,6.9,-0.024
COc1cc(NC(=O)NC(C)(C(F)(F)F)C(F)(F)F)cc(OC)c1OC,3.0%,0.209,110.4,-0.6,-1.7,1.03,1.15,7.9,0.8
Cn1c(CSc2nc3ccccc3s2)nc2ccccc21,7.0%,-0.63,87.7,-0.8,-0.7,1.08,0.0296,4.8,-0.12
Cc1csc2ncc(C(=O)NCc3ccccn3)c(=O)n12,8.0%[fluoresces],1.66,82.9,-2.7,0.0,2.15*,nt,-7.3,0.209
CCCC(=O)Nc1ccccc1N1CCN(C(=O)c2ccccc2)CC1,3.0%,0.545,59.4,nt,0.6,1.07,-0.379,7.5,0.0711
COC(=O)c1ccc2c(c1)SC1=C(CCCC1=O)N2,6.0%,11.3*,84.3,84.6*,-1.3,1.13,-0.91,11.4,0.632
CC1(C)Cc2c(oc3ncn4ncnc4c23)CO1,4.0%,-0.258,113.3,1.6,-2.2,1.13,nt,nt,-0.326
CCSCCOC(=O)C1=C(C)N(C)C(=O)NC1c1cc(OC)ccc1OC (centres undefined),7.0%,0.657,83.8,-5.6,-2.0,1.05,-0.85,9.1,0.033
COc1ccc(CCN2C(=O)C(O)=C(C(=O)c3ccco3)C2c2cccs2)cc1OC (centres undefined),3.0%,0.0198,104.5,-2.5,-0.4,1.05,-0.435,10.3,-0.48
Cc1cc(N2CCN(C3CCCC3)CC2)n2nc(C)c(-c3ccccc3)c2n1,21.0%,0.0782,167.6,-5.4,2.0,0.79,0.112,5.1,0.0252
O=C1CC(c2ccco2)Cc2nc(N3CCc4ccccc4C3)ncc21 (centres undefined),3.0%,0.832,63.8,-5.0,-3.3,1.11,-0.391,9.4,-0.0693
CCCn1c(=O)c2ccccc2n2c(SCCOc3ccccc3F)nnc12,4.0%,2.34,110.9,-1.3,-1.3,1.04,1.95,7.1,0.0836
CC(C)CNS(=O)(=O)c1ccc(CCC(=O)N2CCOCC2)cc1,2.0%,0.925,150.4,-10.8,-0.7,1.02,-0.177,8.5,-0.615
CC1(NC(=O)C23CC4CC(CC(C4)C2)C3)CCS(=O)(=O)C1 (centres undefined),4.0%,0.709,184.1,0.5,-3.6,1.11,0.833,3.8,0.434
O=C1CCc2cc(S(=O)(=O)N3CCN(c4cccc(Cl)c4)CC3)ccc2N1,3.0%,0.098,81.7,-3.5,-4.4,1.13,0.677,5.2,-0.566
O=C(Cn1cnc2ccccc2c1=O)NCCC(=O)N1CCN(c2ccccc2)CC1,1.0%,0.424,93.0,-5.6,-1.1,1.05,-0.123,5.8,-0.419
CCSc1nnc(-c2ccc(Cl)cc2Cl)o1,9.0%,0.0702,72.3,-3.4,2.3,1.1,0.39,8.9,1.97*
COc1ccc(-n2c(=O)cc(N3CC(C)OC(C)C3)[nH]c2=O)cc1 (centres undefined),5.0%,-1.47,100.5,-1.5,0.3,1.08,1.93,8.3,0.097
CNc1nc(C)nc(-c2ccccc2O)n1,7.0%,0.0895,87.8,-1.7,-0.2,1.14,9.09*,4.2,-0.266
O=c1c2cc(N3CCOCC3)ccc2[nH]c(=S)n1CCCN1CCCC1,8.0%,0.52,90.2,0.2,-0.8,1.98,-0.333,8.8,-0.368
COc1ccccc1C1C(C(=O)c2cc3ccccc3o2)=C(O)C(=O)N1CCN1CCOCC1 (centres undefined),6.0%,-0.428,66.0,-6.4,-1.1,1.14,0.00203,-2.9,-0.0668
COc1ccc(CCNC(=O)c2cc(-c3cccs3)on2)cc1OC,8.0%,-0.0913,66.6,-3.0,-1.2,1.08,2.44,6.3,-0.0744
O=C(CSc1n[nH]c(-c2cccs2)n1)N1CCN(S(=O)(=O)c2ccccc2)CC1,1.0%,0.142,88.8,-6.9,-1.8,1.05,0.211,-3.3,-0.0723
CSc1ccccc1NC(=O)c1cccnc1,5.0%,0.361,81.1,4.0,-0.6,1.1,-0.199,2.5,0.0361
O=C(Cn1c(=O)n(Cc2ccc3c(c2)OCO3)c(=O)c2ccccc21)N1CCCc2ccccc21,2.0%,0.971,86.1,0.0,-1.1,1.08,6.02*,2.7,0.969
Cc1cccc(NC(=O)c2ccccc2C(=O)O)c1,4.0%,nt,75.9,0.4,-3.3,1.11,0.611,nt,nt
CCOC(=O)CNC(=O)CSc1ncnc2c1nnn2-c1ccc(F)cc1,4.0%,-0.305,25.9,-1.3,0.4,0.99,nt,6.0,0.00198
c1csc(-c2nnsc2-c2nc3ccccc3[nH]2)c1,3.0%,0.02,68.4,-5.0,0.3,1.22,0.204,-0.3,0.0245
COC(=O)c1ccc(CSc2nc3c(c(=O)n2-c2ccc(Br)cc2)SCC3)o1,11.0%,-0.11,59.2,nt,0.3,1.1,nt,nt,-0.161
Cc1[nH]c(=S)[nH]c(=O)c1Cc1ccccc1,4.0%,-0.16,92.7,-0.8,0.4,1.04,0.367,-1.4,-0.227

# Screening results deposited in PubChem BioAssay by several laboratories.
